dFosB act: activators of mouse delta FosB homodimer; 340,000 tested, 0.99% active; AID 493131; P13346; activation, % at 25 µM; purified delta FosB, TAMRA-CDK5 oligo fluorescence polarization; percent of positive-control signal above neutral wells;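 active means mean activation above about 17%, with every replicate also reaching it, limit read from the data, passing the limit was not always enough; inconclusive means only one of the two conditions met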;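 further: fluorescence polarization rise as delta FosB binds a TAMRA Cdk5 AP-1 oligo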
MITF TRPM1 HTS: MITF TRPM1 promoter activation in melanoma cells; SK-MEL-5 TRPM1-promoter luciferase, 24 h; % of positive control, neutral wells = 0; activation, % at 12.5 µM; 300,000 tested, 0.75% active; AID 588334;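 active means mean activation of at least 80% with every replicate also reaching 80%; inconclusive means mean reaches 80% but some replicate falls short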;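 further: 0% = neutral control wells and 100% = parthenolide positive control wells; values of inactives mirror those of a sister screen read the other way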
NSD2 inh: NSD2 (human) methyltransferase inhibition. O96028. NSD2 peptide methylation, AlphaScreen, 120 min. inhibition, % at 12.5 µM. 310,000 tested, 0.54% active. AID 743445; in the data active means inhibition above about 50%
Rtt109 HAT inh: inhibitors of Candida albicans Rtt109/Vps75 histone acetyltransferase | Q5AAJ8 | purified Rtt109/Vps75, ThioGlo CoA-SH fluorescence, 4 h | inhibition, % at 34.9 µM | 330,000 tested, 0.16% active | AID 540336;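 active means inhibition of at least 50% in every replicate; inconclusive means best replicate reaches 50% inhibition but some replicates fall short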
Target sequence (Q5AAJ8 whole entry, looked up): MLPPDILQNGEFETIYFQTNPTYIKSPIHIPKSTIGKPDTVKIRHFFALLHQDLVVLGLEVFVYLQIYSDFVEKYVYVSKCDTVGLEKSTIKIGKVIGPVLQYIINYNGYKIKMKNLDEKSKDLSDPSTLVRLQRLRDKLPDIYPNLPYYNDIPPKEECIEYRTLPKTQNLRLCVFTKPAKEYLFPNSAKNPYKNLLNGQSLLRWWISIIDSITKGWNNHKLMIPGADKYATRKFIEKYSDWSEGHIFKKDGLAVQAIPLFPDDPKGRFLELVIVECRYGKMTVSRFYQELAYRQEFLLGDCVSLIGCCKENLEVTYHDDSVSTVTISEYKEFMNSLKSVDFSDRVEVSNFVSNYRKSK
CAL PDZ FP-1: blocks peptide binding to the human CAL PDZ domain | Q9HD26 | inhibition, % at 24.9 µM | AID 602252 | 300,000 tested, 0.92% active | purified CAL PDZ, TMR-peptide fluorescence polarization, 1 h;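 active means mean inhibition of at least 30% with at least half of replicates also reaching 30%; inconclusive means no clear call, values can overlap the other calls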;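 further: 0% = DMSO neutral control and 100% = excess unlabeled competitor peptide PRC23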
CAL PDZ FP-2: inhibitors of human CAL PDZ peptide binding; purified CAL PDZ, TMR-peptide fluorescence polarization, 1 h; inhibition, % at 20 µM; Q9HD26; 330,000 tested, 0.02% active; AID 504414;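 active means highest replicate inhibition of at least 40%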;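 further: plate controls were DMSO neutral control wells for no effect and unlabeled competitor peptide control wells for full effect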
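Test system: tagged CAL PDZ domain / Buffer or medium: sodium phosphate/NaCl buffer pH 7.4 with TCEP, IgG, Thesit / Reagent: TMR-labelled reporter peptide T*-PRC34 bound in PDZ groove / Compound dosing: single point, 20 µM / Schedule: 1 h incubation at room temperature before polarization reading / Technique: fluorescence polarization (mP) / Benchmarks: unlabelled peptide, DMSO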
SR-BI DiI inh: blocks mouse SR-BI lipid uptake from DiI-HDL; Q61009; ldlA[mSR-BI] CHO cells, DiI-HDL uptake fluorescence, 3 h; inhibition, % at 12.5 µM; 320,000 tested, 0.96% active; AID 488896;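 active means mean replicate inhibition of at least 70% and a set share of replicates each scoring 70 or more; inconclusive means meets just one of the two criteria; inactive means fails both criteria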;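 further: 0% = median of neutral control wells and 100% = median of positive control wells; values of inactives mirror those of a sister screen read the other way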
Target sequence (Q61009 whole entry, looked up): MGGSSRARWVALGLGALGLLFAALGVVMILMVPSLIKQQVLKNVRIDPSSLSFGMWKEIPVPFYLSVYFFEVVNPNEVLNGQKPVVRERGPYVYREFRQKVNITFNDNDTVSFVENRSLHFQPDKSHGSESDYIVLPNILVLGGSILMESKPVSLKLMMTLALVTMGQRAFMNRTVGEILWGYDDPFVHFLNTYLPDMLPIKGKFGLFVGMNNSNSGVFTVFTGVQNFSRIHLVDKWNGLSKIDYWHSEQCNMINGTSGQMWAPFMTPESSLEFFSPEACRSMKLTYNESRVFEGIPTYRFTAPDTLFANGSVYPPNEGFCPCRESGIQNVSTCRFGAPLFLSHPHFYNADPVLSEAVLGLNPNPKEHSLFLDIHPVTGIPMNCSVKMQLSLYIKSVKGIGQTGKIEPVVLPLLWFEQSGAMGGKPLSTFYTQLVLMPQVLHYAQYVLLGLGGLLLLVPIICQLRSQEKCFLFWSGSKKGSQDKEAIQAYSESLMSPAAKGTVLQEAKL
SR-BI uptake up: enhances SR-BI lipid uptake from DiI-HDL; activation, % at 12.5 µM; 320,000 tested, 0.096% active; CHO ldlA[mSR-BI] cells, DiI-HDL uptake fluorescence, 3 h; 100 = double the neutral-control signal;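 active means mean replicate activation of at least 60% and every replicate at or above 60%; inconclusive means mean or all-replicate condition met, but not both; inactive means mean below 60% and not all replicates reaching 60%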;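 further: 0% = median plate neutral-control signal and 100% = twice that signal; values of inactives mirror those of a sister screen read the other way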
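material = CHO ldlA[mSR-BI] cells | medium = Ham's F12 with 0.5% BSA, HEPES 25 mM, pH 7.4 | reagent = fluorescent DiI-HDL, 10 µg/mL final | compound dosing = single-point compound dose | incubation = 3 h, 37 °C | measured by = bottom-read fluorescence, 550/595 nm | measure = HDL uptake via cellular fluorescence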
PfHsp90 yeast 2: reduces growth (ATP signal) of yeast expressing P. falciparum Hsp90. S. cerevisiae expressing PfHsp90, BacTiter-Glo ATP, 48 h; yeast lacking PDR1 and PDR3 efflux regulators. inhibition, % at 9.4 µM. 310,000 tested, 0.32% active;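 active means every replicate shows inhibition above about 80%, whatever the replicate mean, limit read from the data; inconclusive means mean inhibition reaches the set limit but some replicate falls short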;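 further: 0% = DMSO neutral controls and 100% = 20 µM radicicol positive controls; yeast relying on Plasmodium falciparum Hsp90 in place of its own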
PvdQ acylase: blocks Pseudomonas aeruginosa PvdQ acylase activity | purified PvdQ acylase, fluorescence plate reader | inhibition, % at 10 µM | 340,000 tested, 0.063% active; in the data active means inhibition above about 30%, passing the limit was not always enough; inconclusive means no clear call, values can overlap the other calls;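 further: 0% = vehicle neutral wells and 100% = reference inhibitor wells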
* hit, by the source's call; ? = inconclusive; . = not tested or not shown.

No.	compound	SR-BI DiI inh	CAL PDZ FP-2	PvdQ acylase	SR-BI uptake up	dFosB act	CAL PDZ FP-1	MITF TRPM1 HTS	Rtt109 HAT inh	PfHsp90 yeast 2	NSD2 inh
1	Clc1ccc(-c2nnc(SCc3nc(-c4ccccc4)no3)o2)cc1	.	-0.2	-12	.	-9	.	-4	3	-24	.
2	O=C(c1ccc(OCc2cn3ccccc3n2)cc1)N1CCN(S(=O)(=O)c2ccccc2F)CC1	-7	-0.2	-19	7	-8	-15	21	8	-4	2
3	COCC1CCN(Cc2cn(Cc3ccccc3)nc2-c2cc3ccccc3o2)CC1	-4	-2.3	-5	4	-8	-6	12	3	.	1
4	O=C(CCn1nnnc1CN1CCOCC1)N1CCC(c2ccccc2F)C1 (configuration not stated)	2	-1.8	-9	-2	-5	-5	0	-16	-27	0
5	COc1ccc(NC(=O)c2ccc(COCC(F)(F)C(F)F)cc2)cc1OC	37	-0.9	-10	-37	1	-5	5	3	-14	-1
6	COc1ccc(-n2nc(C(=O)NCC(=O)NCCCN3CCN(C)CC3)c3ccccc3c2=O)cc1	.	-0.3	-15	.	-14	0	3	-2	1	17
7	CCOC(=O)C1CCN(Cc2cccc(Oc3ccccc3)c2)CC1	-17	-0.2	-17	17	-5	1	.	1	-2	-2
8	CCCC1(c2ccccc2)NC(=O)N(CC(=O)NCC2COc3ccccc3O2)C1=O (configuration not stated)	5	0.6	-1	-5	1	-2	-5	-14	.	4
9	CCn1cc(CN2CCC(n3nccc3NC(=O)CCc3ccccc3)CC2)cn1	-31	-2.7	-5	31	-5	-1	-19	6	34	-3
10	CN=C1S/C(=C/c2cn(CC(=O)OC)c3ccccc23)C(=O)N1C	-9	0.7	-6	9	-19	.	.	-3	4	4
11	CN(CCc1ccccn1)C(=O)CCc1nnc(CCCc2ccccc2)o1	4	-0.9	-3	-4	2	0	28	-3	-5	0
12	COc1ccc(S(=O)(=O)N2CCCC2)cc1C(=O)N1CCCCC1	-25	-0.8	19	25	3	-4	3	4	11	-1
13	CC(C)c1ccc(C(=O)Nc2ccc(N3CCOCC3)cc2)cc1	18	0.8	0	-18	6	0	13	2	-12	2
14	CCOC(=O)/C=C1\CC(C(=O)OCC)Oc2ccccc21 (configuration not stated)	-8	-0.6	3	8	7	0	-9	-6	1	.
15	C#CCOC(=O)Nc1ccc(OCC(F)(F)F)nc1	-10	-0.1	-12	10	1	-7	25	-4	-6	-1
16	S=C1NCCOCCOCCNC(=S)N2CCOCCOCCN1CCOCCOCC2	-26	-2.5	4	26	-1	-1	4	3	28	.
17	C=C(C)CC(NCCc1ccccc1)c1ccco1 (configuration not stated)	-10	-0.2	-9	10	-4	3	3	0	11	0
18	COc1ccccc1Nc1nnc(SCc2nnc(-c3cc(OC)c(OC)c(OC)c3)o2)s1	29	-2.3	-7	-29	-2	-7	3	?	11	3
19	CNC(=S)N/N=C/c1cn(CCOc2ccccc2OC)c2ccccc12	60	-1.1	-9	-60	2	-2	-6	3	-52	10
20	Cc1ccc(-c2nc(C#N)c(NCc3ccco3)o2)cc1	18	-0.1	-15	-18	-3	.	.	3	-46	0
21	CCN(C(=O)COC(=O)/C=C/c1c(C)nn(-c2ccccc2)c1C)C1CCS(=O)(=O)C1 (configuration not stated)	27	-0.5	2	-27	-1	-1	-8	30	10	.
22	O=C1c2ccccc2C(=O)N1CCc1ccccc1	-13	-0.3	-11	13	1	.	.	-10	-5	.
23	CCOc1ccc(C2C3=C(CCCC3=O)N(CC(=O)O)C3=C2C(=O)CCC3)cc1	10	2.0	-1	-10	-4	-1	-1	2	25	-1
24	O=C(NC1CC1)c1cccc(NC(=O)c2cn3ccccc3n2)c1	0	-1.4	16	0	-15	1	49	18	.	-2
25	O=C(N/N=C\c1ccc(O)c([N+](=O)[O-])c1)C1COc2ccccc2O1 (configuration not stated)	-12	0.1	1	12	2	-2	-4	2	0	.
26	COc1cccc(-n2c([S-])c(C(=O)Nc3ccc(S(=O)(=O)N4CCOCC4)cc3)[n+]3cc(C(N)=O)ccc23)c1	-17	-2.4	-27	17	4	0	13	-1	4	2
27	COc1ccc(S(=O)(=O)N2CCC(C(=O)N3CCc4ccccc4C3)CC2)cc1Cl	6	-3.0	-5	-6	-10	0	-5	10	16	.
28	CN(C)CCN(C(=O)c1ccc2c(c1)OCCO2)c1nc2ccc(Cl)cc2s1	.	-3.4	6	.	-4	-1	48	35	21	-2
29	Nc1cc(N)nc(SCCN2CCCCC2)n1	-20	1.3	3	20	-1	0	-4	17	12	-3
30	Cc1ccc(CNC(=O)COC(=O)CCCOc2ccc(Cl)cc2Cl)cc1	10	-1.6	-15	-10	-7	-4	-19	-3	20	-2

An excerpt of these results, in transposed form.
27	COc1ccc(S(=O)(=O)N2CCC(C(=O)N3CCc4ccccc4C3)CC2)cc1Cl
25	O=C(N/N=C\c1ccc(O)c([N+](=O)[O-])c1)C1COc2ccccc2O1 (configuration not stated)
21	CCN(C(=O)COC(=O)/C=C/c1c(C)nn(-c2ccccc2)c1C)C1CCS(=O)(=O)C1 (configuration not stated)
3	COCC1CCN(Cc2cn(Cc3ccccc3)nc2-c2cc3ccccc3o2)CC1
9	CCn1cc(CN2CCC(n3nccc3NC(=O)CCc3ccccc3)CC2)cn1
Screen / compound no.,27,25,21,3,9
SR-BI DiI inh,6,-12,27,-4,-31
CAL PDZ FP-2,-3.0,0.1,-0.5,-2.3,-2.7
PvdQ acylase,-5,1,2,-5,-5
SR-BI uptake up,-6,12,-27,4,31
dFosB act,-10,2,-1,-8,-5
CAL PDZ FP-1,0,-2,-1,-6,-1
MITF TRPM1 HTS,-5,-4,-8,12,-19
Rtt109 HAT inh,10,2,30,3,6
PfHsp90 yeast 2,16,0,10,.,34
NSD2 inh,.,.,.,1,-3

New compounds follow:
No.	compound	SR-BI DiI inh	CAL PDZ FP-2	PvdQ acylase	SR-BI uptake up	dFosB act	CAL PDZ FP-1	MITF TRPM1 HTS	Rtt109 HAT inh	PfHsp90 yeast 2	NSD2 inh
31	COc1ccc(-c2nn(CCC#N)cc2C(=O)Nc2cccc(C(=O)O)c2)cc1[N+](=O)[O-]	3	-1.7	-10	-3	2	-5	-12	-7	-16	1
32	O=C1CCC(C(=O)OC(C(=O)Nc2ccc([N+](=O)[O-])cc2Br)c2ccccc2)=NN1 (configuration not stated)	0	-0.9	3	0	-8	.	6	-13	-23	3
33	O=C(Nc1ccccc1Cl)Nc1cccnc1Cl	.	20	-15	.	-2	5	5	-1	5	-1
34	Cc1ccc2c(c1)C(C)CC(C)(C)N2C(=O)NC1CCCCC1 (configuration not stated)	-28	0.0	15	28	-10	-1	9	7	-9	3
35	CC(=O)N1CC=CC1(CC(C)C)C(=O)NCCN1CCOCC1 (configuration not stated)	-14	-7.1	-8	14	-17	-4	29	-13	10	.
36	O=C(C1CCN(S(=O)(=O)c2ccccc2F)CC1)N1CCN(Cc2ccc3c(c2)OCO3)CC1	32	-1.8	-2	-32	-5	.	-1	7	-10	2
37	CCC(=O)Nc1ccc(SC#N)cc1C	-11	0.1	-9	11	7	-9	-3	6	-9	-3
38	O=C(NCCN1CCCCC1)Nc1ccc(Cl)cc1	-21	.	0	21	-6	-7	6	-3	6	-8
39	O=C1CSC(c2ccccc2F)N1CCN1CCCCC1 (configuration not stated)	-18	-1.2	-15	18	2	1	.	-10	0	-1
40	O=C1Nc2ccc(S(=O)(=O)N3CCCC3)c3cccc1c23	1	-3.5	-8	-1	-7	-2	-3	.	-8	-3
41	CC12CCC(=O)N1C(C(=O)Nc1ccc(F)cc1)CS2 (configuration not stated)	-42	-0.6	-9	.	-6	-5	6	-10	22	-4
42	Cc1ccc(NC(=O)C2CCCN2C(=O)OC(C)(C)C)cc1C (configuration not stated)	.	-0.9	-2	.	2	1	5	-7	30	-2
43	Nc1ccccc1/C=C/c1ccccc1N	28	-0.7	-17	-28	5	0	54	-1	-10	-3
44	COc1ccc(OC)c(S(=O)(=O)N2CCC(C(=O)NC(C)c3ccccc3)CC2)c1 (configuration not stated)	11	-0.5	-3	-11	-12	7	.	7	.	-6
45	O=c1c2cn[nH]c2[nH]c(=S)n1-c1ccccc1	-11	0.2	-20	11	1	-7	-6	-8	-7	6
46	O=[N+]([O-])c1ccc(Nc2ccc(N3CCOCC3)cc2)c([N+](=O)[O-])c1	33	-0.2	9	-33	-1	0	-8	11	-9	17
47	CCOC(=O)c1sc(N)c(C#N)c1CSc1nnc(C2CC2)n1N	-15	-1.1	-28	15	-1	-3	-14	0	-71	2
48	CC1CCN(Cc2nnnn2CCCC(=O)NCCc2cnn(C)c2)CC1	-7	-2.7	-18	7	1	113*	-5	-2	-1	1
49	Cc1[nH]c2ccccc2c1CN1CCN(c2ccccn2)CC1	-18	-5.8	-9	18	-8	0	.	-8	-18	2
50	CCOC(=O)C1CCN(C(=O)CCCOc2ccccc2)CC1	-19	-0.1	-6	19	-7	-4	49	4	-21	-3
51	O=C(NCc1ccccn1)c1ccc(N2CCCC2)c([N+](=O)[O-])c1	15	-2.2	2	-15	-3	-4	6	.	-7	3
52	O=C(NNC1=C(C(=O)C(F)(F)F)CCC1)c1ccccc1Cl	14	-0.1	-3	-14	6	-2	12	8	0	6
53	COCCN(C(=O)CSc1nnc(-c2ccc(C)cc2)n1N)c1c(N)n(Cc2ccccc2)c(=O)[nH]c1=O	-11	0.6	1	.	-2	.	-6	12	9	-1
54	CC(C)(C)n1nc2c(c1NC(=O)Cc1cccc3ccccc13)CS(=O)(=O)C2	11	1.0	-2	-11	-12	0	4	0	-9	1
55	CCCc1cc(=O)[nH]c(SCC(=O)Nc2ccc(Br)cc2Br)n1	-2	-0.6	-20	2	2	-4	-8	1	20	0

Complete entries, quoted from the list. Order of values: SR-BI DiI inh, CAL PDZ FP-2, PvdQ acylase, SR-BI uptake up, dFosB act, CAL PDZ FP-1, MITF TRPM1 HTS, Rtt109 HAT inh, PfHsp90 yeast 2, NSD2 inh
COCCN(C(=O)CSc1nnc(-c2ccc(C)cc2)n1N)c1c(N)n(Cc2ccccc2)c(=O)[nH]c1=O as listed: -11, 0.6, 1, ., -2, ., -6, 12, 9, -1
O=[N+]([O-])c1ccc(Nc2ccc(N3CCOCC3)cc2)c([N+](=O)[O-])c1 as listed: 33, -0.2, 9, -33, -1, 0, -8, 11, -9, 17
O=C(NCc1ccccn1)c1ccc(N2CCCC2)c([N+](=O)[O-])c1 as listed: 15, -2.2, 2, -15, -3, -4, 6, ., -7, 3
O=C(C1CCN(S(=O)(=O)c2ccccc2F)CC1)N1CCN(Cc2ccc3c(c2)OCO3)CC1 as listed: 32, -1.8, -2, -32, -5, ., -1, 7, -10, 2
